TexasRed fluor: Texas Red fluorescence interference in TRb-SRC2 counter-screen | TRb/SRC2 Texas Red total fluorescence interference | Potency, µM (titrated, usually from 106 µM), for the others: at the highest dose fluorescence change, negative = quenching | actives 0.29% (n = 280,000) | AID 1479; active = well fitted curve in either direction with a large enough effect; inconclusive = small, poorly fitted or top-dose-only effect
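Flags fluorescent or light-absorbing compounds by total fluorescence, S + 2P, at 555 nm excitation and 632 nm emission. Mixture: 20 nM Texas Red SRC2 peptide, 0.6 uM human TRb LBD, 1 uM T3, 5% DMSO; compound exposure 5 h at ambient temperature.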
Tau fibril ThT: blocks human tau fibril formation measured by thioflavin T; P10636; recombinant tau K18 P301L (four-repeat tau fragment), heparin-induced fibrillization, ThT fluorescence; Potency, µM (doses to about 57.4 µM), for inactives: top-dose activity, negative = inhibition, most hits filed as inhibitors; actives 2.1% (n = 270,000); note: nearly all actives have a fitted effect of over 55% in size
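Recombinant human tau K18 fragment […] carrying P301L, 15 uM unlabeled plus 0.24 uM Alexa 594-labeled, was fibrillized with 20 uM heparin in 100 mM sodium acetate pH 7 for 6 hr at 37 C; 30 uM ThT fluorescence read after 1 hr.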
RGS12 GoLoco inh: blocks human Gai1 binding to RGS12 GoLoco peptide, red readout. P63096. Gai1:RGS12 GoLoco peptide FP, rhodamine, 10 min. Potency, µM (highest dose often 61.6 µM), for the others: at the top dose activity, negative = inhibition, hits mostly inhibitors. actives 0.44% (n = 230,000). AID 880; active = well fitted inhibition curve with a large enough effect, not every such curve was filed as active; inactive = no such curve, though single readings can be large or run the other way; note: nearly all actives have a fitted effect of over 30% in size; many of its hits are not listed in these tables
Target sequence (P63096 whole entry, looked up): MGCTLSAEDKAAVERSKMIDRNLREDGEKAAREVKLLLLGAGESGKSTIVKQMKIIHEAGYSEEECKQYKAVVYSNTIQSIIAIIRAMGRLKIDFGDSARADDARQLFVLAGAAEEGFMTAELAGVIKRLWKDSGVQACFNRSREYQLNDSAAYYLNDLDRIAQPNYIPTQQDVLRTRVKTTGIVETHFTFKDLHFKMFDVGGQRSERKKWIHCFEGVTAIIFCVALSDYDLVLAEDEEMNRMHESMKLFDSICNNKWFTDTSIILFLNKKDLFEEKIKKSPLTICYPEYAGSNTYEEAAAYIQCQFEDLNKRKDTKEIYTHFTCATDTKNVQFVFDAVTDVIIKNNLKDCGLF
L3MBTL1 block: L3MBTL1 (human) inhibition; Q9Y468; AlphaScreen L3MBTL1–H3K9me1 peptide binding; Potency, µM (series often up to 57.1 µM), inactives show top-dose activity, negative = inhibition, most hits filed as inhibitors; actives 0.66% (n = 230,000); note: nearly all actives have a fitted effect of over 60% in size
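L3MBTL1 (50 nM) pre-complexed 30 min with biotinylated H3(1-15)K9me1 peptide (75 nM), then compounds added for 30 min at room temperature; AlphaScreen streptavidin donor/nickel chelate acceptor beads (10 ug/mL final) read after 30 min dark incubation.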
TRb-SRC2 inh: TRbeta-SRC2 interaction inhibition; actives 0.065% (n = 280,000); P10828; TRbeta-SRC2 peptide binding, fluorescence polarization; receptor liganded with 1 µM T3; AID 1469; Potency, µM (series often up to 106 µM), without a hit: at the top dose activity change, negative = inhibition, usual class: inhibitors;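 note: plate controls were bound peptide for no effect and peptide without receptor for full effect; nearly all actives have a fitted effect of over 50% in size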
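Fluorescence polarization of 20 nM Texas Red SRC2 peptide (20-aa NR interaction domain) bound to 0.6 uM human TRb ligand-binding domain, with 1 uM T3, after 5 hr at ambient temperature; inhibition seen as decreased polarization.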
Tau fibril FP: inhibitors of human tau fibril formation; actives 0.39% (n = 280,000); K18 P301L tau heparin fibrillization, Alexa594 FP, 6 h; Potency, µM (titrated, usually from 57.7 µM), for inactives: at the highest dose activity, negative = inhibition, hits mostly inhibitors; P10636; note: nearly all actives have a fitted effect of over 55% in size
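Steps: dispense K18 P301L tau (15 uM plus 0.24 uM Alexa 594 tracer, final) in pH 7 sodium acetate; add compound; add heparin (20 uM final); incubate 6 hr, 37 C; add ThT (30 uM final); after 1 hr ambient, read FP.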
JMJD2E inh: blocks human JMJD2E demethylase activity; B2RXH2; JMJD2E catalytic domain, FDH-coupled NADH fluorescence (FDH is formaldehyde dehydrogenase); Potency, µM (doses to about 57.1 µM), for the others: at the highest dose activity change, negative = inhibition, hits mostly inhibitors; actives 1.6% (n = 230,000); active = well fitted inhibition curve with a large enough effect, not every such curve was filed as active; inconclusive = small, poorly fitted or top-dose-only effect, or another doubt; inactive = no such curve, though single readings can be large or run the other way;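 note: 0% = wells with enzyme and -100% = buffer wells without enzyme; nearly all actives have a fitted effect of over 50% in size; many of its hits are not listed in these tables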
RECQ1 helicase: blocks DNA unwinding by human RECQ1; P46063; Potency, µM (doses to about 57.3 µM), inactives show at the highest dose activity, negative = inhibition, most hits filed as inhibitors; actives 0.54% (n = 240,000); RECQ1 DNA unwinding, red fluorescence kinetic read;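 note: plate controls were vehicle for no effect and no enzyme for full effect; nearly all actives have a fitted effect of over 30% in size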
Target sequence (P46063 whole entry, looked up): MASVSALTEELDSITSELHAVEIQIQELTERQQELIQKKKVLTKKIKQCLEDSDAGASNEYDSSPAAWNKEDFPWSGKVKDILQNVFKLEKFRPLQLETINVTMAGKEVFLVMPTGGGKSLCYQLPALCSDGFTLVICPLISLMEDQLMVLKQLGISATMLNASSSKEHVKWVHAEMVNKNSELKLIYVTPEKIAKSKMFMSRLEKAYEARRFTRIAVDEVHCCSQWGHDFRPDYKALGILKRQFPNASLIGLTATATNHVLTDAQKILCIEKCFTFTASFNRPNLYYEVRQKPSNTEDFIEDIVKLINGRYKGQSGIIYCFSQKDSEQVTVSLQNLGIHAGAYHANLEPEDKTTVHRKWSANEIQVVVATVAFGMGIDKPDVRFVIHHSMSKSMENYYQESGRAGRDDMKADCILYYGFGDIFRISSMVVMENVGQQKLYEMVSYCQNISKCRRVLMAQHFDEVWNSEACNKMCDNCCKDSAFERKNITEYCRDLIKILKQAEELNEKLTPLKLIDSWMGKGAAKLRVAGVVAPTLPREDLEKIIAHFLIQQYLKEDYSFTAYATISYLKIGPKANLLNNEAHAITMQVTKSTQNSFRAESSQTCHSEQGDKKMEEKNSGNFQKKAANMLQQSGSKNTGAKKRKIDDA
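50 nM RECQ1T1 preincubated 15 min with compound in Tris pH 8.0 buffer with MgCl2, DTT, Tween-20 and 2.5 ug/ml poly(dI-dC); started with 200 nM TAMRA/BHQ-2 forked duplex and 2 mM ATP. Unwinding read as fluorescence (525/598 nm), two reads 2 h apart.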
* = called active by the depositor; i = inactive; ? = inconclusive; nt = not tested or not shown; & = joins results of further samples; ! = not active in a repeat; [ ] = dose if it differs, or a comment. Unless noted, calls come from the whole dose curve; as a rule, active = well fitted curve in the direction sought with a large enough effect; inconclusive = small, poorly fitted or top-dose-only effect, or another doubt; inactive = no such curve, though single readings can be large; an effect the other way counts as inactive or inconclusive. Unless noted, % is set by controls: 0 for no effect and ±100 for the full control effect; potency is the fitted concentration of half-maximal effect. Only part of the results is shown; rates above refer to the full screens.

SMILES | TexasRed fluor | Tau fibril ThT | RGS12 GoLoco inh | L3MBTL1 block | TRb-SRC2 inh | Tau fibril FP | JMJD2E inh | RECQ1 helicase
CN(C)S(=O)(=O)c1ccc(C(=O)Nc2ccccc2OC(F)(F)C(F)F)cc1 | -0.9% | -1.0% | 1.4% | 10.8% | -5.5% | -3.9% | -3.5% | -9.7%
CCOC(=O)N1CCN(c2nc(-c3ccco3)cc(C(F)(F)F)n2)CC1 | 1.6% | ? | 12.3% | -1.8% | 0.8% | -0.4% | 3.9% | -7.0%
Cc1ccc(NC(=O)CC(NCC2CCCO2)C(=O)O)cc1C (stereo unspecified) | -2.1% | -9.5% | 7.9% | nt | -1.3% | -10.6% | -15.0% | 4.4%
CCCn1c(SCC(=O)c2ccc3c(c2)OCCO3)nc2c1c(=O)n(C)c(=O)n2C | 3.8% | -9.9% | -12.2% | nt | 4.4% | 1.4% | 1.3% | i
CN(C)/C=N/c1ncc(C(=O)OC(C)(C)C)s1 | -5.6% | -5.7% | -7.4% | 0.4% | -9.2% | 6.2% | -29.1% | -1.7%
CCCCNC(=S)N/N=C/C1=CCC2CC1C2(C)C (stereo unspecified) | -0.8%[53 µM] | -10.3% | 11.4% | -16.0% | 8.2%[53 µM] | 4.6% | -8.5% | ?
COC(=O)Cc1[nH]n(-c2nc3ccccc3s2)c(=O)c1C(C)=Nc1ccc(Cl)cc1 | -1.9% | ? | 26.7% | -12.1% | -0.7% | 2.9% | 35.5µM* | i
CCC(C)NC(=O)Cn1cccc1C(=O)c1ccccc1 (stereo unspecified) | -1.4% | 5.4% | -14.8% | 6.3% | -21.8% | 7.3% | -1.5% | -4.9%
Nc1nnc(-c2ccc(Cl)cc2)o1 | 0.2% | nt | 6.9% | nt | 6.7% | -8.9% | ? | i
N#Cc1ccccc1N=Cc1ccc(Br)cc1 | 0.1% | -6.7% | 1.6% | -3.4% | -4.5% | -0.2% | 2.0% | -4.7%
CCc1ccccc1OCC(=O)OCC(=O)N1CC(=O)Nc2ccccc21 | -2.7% | -1.3% | 5.0% | -1.8% | -0.7% | -2.1% | 1.2% | -1.9%
Cc1cccc(-n2c(CNC(=O)c3cccc(F)c3)nnc2SCC(=O)Nc2ccccc2F)c1 | -4.7% | -12.9% | nt | nt | 4.7% | 3.2% | nt | nt
Cc1ccc(S(=O)(=O)NC(=O)c2cc(C)n(-c3ccccc3)c2C)cc1 | 2.6% | -7.4% | nt | 5.7% | -1.7% | 8.9% | 1.7% | 2.3%
COc1cc(NC(=S)NC(C)(C)C)c(OC)cc1Cl | -1.4% | -2.6% | 5.4% | -1.1% | 1.4% | -1.6% | 3.9% | i
CCCCNCCOCCOc1ccc(C)cc1[N+](=O)[O-] | -5.4% | -3.4% | -0.2% | 2.1% | -1.6% | -3.3% | -29.3% | -14.2%
O=C(NC1CCCCC1)c1ccc(Br)o1 | -3.8% | -5.5% | 5.3% | -1.2% | 1.0% | 11.1% | -0.9% | -1.5%
COc1cc(N/N=C/c2ccc(N(C)C)cc2)ncn1 | -1.5% | ? | 18.9% | ? | 0.8% | 9.9% | ? | 16.4%
COC(OC)c1ccnc(-c2ccc(OC(=O)c3cccs3)cc2)n1 | 1.4% | -14.9% | -12.0% | 27.4% | -1.2% | 2.1% | -0.2% | -9.4%
O=C(c1ccc(S(=O)(=O)c2ccccc2Cl)c([N+](=O)[O-])c1)N1CCCCCC1 | -0.6% | -12.6% | 8.9% | -8.2% | -6.5% | 3.4% | -4.6% | -1.2%
CC1CCN(CCCNC(=O)c2ccc3c(Cl)c4c(nc3c2)CCCC4)CC1 | -0.7% | nt | 7.4% | nt | 5.2% | -7.2% | -5.8% | -7.1%
CC(C)COc1ccc(CNC(=S)NCc2ccccc2)cc1 | 1.1% | -22.0% | 7.8% | 2.2% | -1.5% | -7.8% | -4.1% | -12.4%
O=C(Nc1ccccc1C(=O)N/N=C/c1ccc(F)cc1)c1ccccc1Br | -0.2% | -4.9% | 17.3% | 1.7% | 0.8% | ? | 0.6% | -18.2%
COc1ccc(-c2nnc(SC(C)C(=O)Nc3nccs3)n2Cc2ccccc2)cc1OC (stereo unspecified) | -1.4% | -12.4% | 0.4% | nt | -17.5% | ? | -5.9% | -1.7%
CC(=O)N1N=C(c2cccs2)CC1c1cccs1 (stereo unspecified) | -1.9% | -5.2% | 8.4% | 11.4% | 3.3% | 0.3% | ? | -27.1%
CCc1nc2ccccc2c(C(=O)OCC(=O)NCCCN2CCCC2=O)c1C | -3.0% | -11.6% | -7.6% | -0.2% | 5.5% | -5.6% | -17.4% | 7.3%
CCOc1cc(CNC(C)(C)CO)cc(Br)c1OCc1ccc(Cl)cc1Cl | 1.5% | -9.9% | 7.9% | -3.4% | 7.7% | 0.7% | 14.5% | -6.0%
Cc1csc(NC(=O)c2cc(C)oc2C)n1 | 1.0% | -15.7% | 12.5% | -7.2% | 0.8% | 3.5% | 0.2% | ?
Cc1c(Cl)cccc1NC(=O)NCc1ccncc1 | -1.9% | -0.6% | -3.5% | -0.2% | -2.3% | 1.4% | 1.6% | 18.1%
CCN(C(=O)COC(=O)/C=C/c1cnc2ccccc2n1)c1ccccc1 | -4.3% | ? | 6.6% | 14.4% | -3.9% | -7.5% | -1.7% | -1.7%
CN1C(=O)Cc2cc(S(=O)(=O)CCC(=O)Nc3ccc(F)c(Cl)c3)ccc21 | -0.8% | -6.9% | nt | nt | 0.4% | -8.3% | nt | nt
CCCC(=O)Nc1ccc(-c2nc3cc(C)c(C)cc3o2)cc1 | -1.8% | ? | -2.2% | 7.2% | -8.0% | -11.8% | ? | -5.6%
CCN(C(=O)CSc1nnc(-c2ccncc2)n1Cc1ccccc1)C1CCS(=O)(=O)C1 (stereo unspecified) | -1.5% | -0.3% | 6.8% | -2.5% | -6.3% | 4.6% | 0.8% | -9.9%
CCOc1ccc(C2C(C(=O)C3CC3)N3C=C(C#N)C=CC3C2(C#N)C#N)cc1 (stereo unspecified) | 4.5% | 15.8µM* | 64.3%[activator] | -6.3% | 7.4% | ? | ? | -14.7%
Cc1ccc[n+](C(C)C(=O)c2ccc(-c3ccccc3)cc2)c1 (stereo unspecified) | -2.6% | -0.9% | 2.7% | 7.4% | -2.7% | -0.5% | -14.9% | -4.0%
CCOc1ccc(CCNC(=O)CCn2c(=O)c3cccn3c3ccc(F)cc32)cc1OCC | 4.9% | -16.9% | nt | nt | 10.2% | 10.5% | nt | nt
CCNc1nc(N)nc(Oc2ccc(OCCOc3ccc(Cl)cc3Cl)nn2)n1 | -0.6% | -3.0% | 8.4% | 1.1%[11.4 µM] | -12.4% | 2.7% | 2.0% | -4.6%
CC(C)N(C(=O)CSc1cn(CC(=O)N2CCCCCC2)c2ccccc12)C(C)C | 0.1% | -13.2% | nt | nt | 2.3% | -6.1% | nt | nt
O=C(COC(=O)/C=C/c1ccccc1[N+](=O)[O-])NCC(F)(F)F | -0.6% | -6.9% | -26.9% | 6.9% | -2.5% | -4.3% | -0.9% | 4.3%
COc1cc(OC)c(Nc2nc3ccccc3c3nncn23)cc1Cl | 0.5% | ? | nt | nt | -1.7% | -2.8% | nt | nt
CC(C)(C)OC(=O)N1CCC(c2c(C(=O)N3CCN(Cc4ccccc4)CC3)cnn2-c2cccc(Cl)c2)CC1 | -8.5% | -13.5% | nt | nt | 4.6% | -1.1% | nt | nt

Profiles, quoted from the list. Values in the order: TexasRed fluor | Tau fibril ThT | RGS12 GoLoco inh | L3MBTL1 block | TRb-SRC2 inh | Tau fibril FP | JMJD2E inh | RECQ1 helicase
O=C(COC(=O)/C=C/c1ccccc1[N+](=O)[O-])NCC(F)(F)F in the list: -0.6% | -6.9% | -26.9% | 6.9% | -2.5% | -4.3% | -0.9% | 4.3%
CC(C)(C)OC(=O)N1CCC(c2c(C(=O)N3CCN(Cc4ccccc4)CC3)cnn2-c2cccc(Cl)c2)CC1 in the list: -8.5% | -13.5% | nt | nt | 4.6% | -1.1% | nt | nt
CCOc1ccc(C2C(C(=O)C3CC3)N3C=C(C#N)C=CC3C2(C#N)C#N)cc1 (stereo unspecified) in the list: 4.5% | 15.8µM* | 64.3%[activator] | -6.3% | 7.4% | ? | ? | -14.7%

Additional results
SMILES | TexasRed fluor | Tau fibril ThT | RGS12 GoLoco inh | L3MBTL1 block | TRb-SRC2 inh | Tau fibril FP | JMJD2E inh | RECQ1 helicase
C=CCOc1ccc(Br)cc1/C=C1/SC(=Nc2ccc(C(=O)O)cc2)NC1=O | -17.2% | ? | 21.6% | nt | 8.6% | 8.7% | -17.7% | i
CCN(CCCc1ccccc1)CCCc1ccccc1 | -1.5% | -6.4%&-5.1% | 28.2µM*! | 8.6% | -0.1% | 3.3%&-10.3% | 8.91µM* | -11.8%
COc1ccccc1CNC(=O)c1ccc2[nH]c(C)c(C)c2c1 | -1.6% | ? | nt | nt | -0.8% | -0.2% | nt | nt
CNC(=S)N(CCc1c(C)[nH]c2ccc(Cl)cc12)Cc1cc(OC)c(OC)c(OC)c1 | -3.8% | -3.7% | 1.6% | -22.9% | -5.8% | -4.3% | 2.9% | -7.6%
Cc1ccccc1CSCCNC(=O)C1CCN(S(=O)(=O)Cc2ccccc2)CC1 | -0.9% | 0.6% | nt | nt | 1.7% | -3.8% | nt | nt
Cc1cc2n(n1)SC(Nc1ccccc1)N2 (stereo unspecified) | 0.4% | -4.4% | -0.8% | 1.1% | 4.1% | -7.6% | 1.8% | 2.0%
O=S(=O)(Nc1ncccn1)c1ccc(NC(=S)Nc2ccccc2Cl)cc1 | -2.2% | -8.0% | -10.8% | 2.0% | -0.9% | -4.7% | 0.7% | -3.7%
Cc1cc(C)c2c(N)c(C(=O)c3ccccc3)sc2n1 | -1.2% | -14.9% | -6.0% | 22.6% | -2.6% | -1.8% | 89.6%[activator] | i

As entered above.
For Tau fibril ThT, CCN(CCCc1ccccc1)CCCc1ccccc1 has -6.4%&-5.1%
For Tau fibril FP, Cc1cc2n(n1)SC(Nc1ccccc1)N2 (stereo unspecified) has -7.6%

Screening data (PubChem BioAssay)
